proCasp7 act = counter-screen for procaspase-3 activators: activators of human procaspase-7. activation, % at 8.5 µM. P55210. hit rate 0.093% among 330,000. recombinant procaspase-7, Ac-DEVD-pNA absorbance 405 nm; D23A/D198A/D206A triple mutant, cannot self-cleave; scale: DMSO 0, 5 µM enzyme 100;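 active = percent activation above the screen-wide mean plus 3 SD, cut at about 25% in these data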
Target sequence (P55210 whole entry D23A/D198A/D206A): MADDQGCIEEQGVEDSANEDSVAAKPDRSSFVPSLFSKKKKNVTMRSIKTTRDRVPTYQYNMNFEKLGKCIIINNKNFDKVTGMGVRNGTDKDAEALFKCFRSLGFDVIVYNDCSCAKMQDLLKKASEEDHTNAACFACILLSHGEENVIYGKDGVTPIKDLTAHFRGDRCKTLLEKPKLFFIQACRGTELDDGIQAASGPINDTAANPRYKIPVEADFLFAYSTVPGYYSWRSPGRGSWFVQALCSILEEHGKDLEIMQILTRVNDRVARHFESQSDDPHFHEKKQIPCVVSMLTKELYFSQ
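System: Procaspase-7 triple mutant (PC-7 D3A); measure: % activation from two-timepoint absorbance difference, scaled to controls; times: 1 h compound preincubation, 2 h substrate cleavage, 25 °C; also added: Ac-DEVD-pNA substrate, 400 µM as added; measured by: Epi-absorbance of released pNA at 405 nm, two timepoints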
PP1 inh = PP1-alpha (human) inhibition in PP5 counter-screen. P62136. purified PP1alpha, OMFP fluorescence. inhibition, % at 6.7 µM. hit rate 0.9% among 320,000;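 active = inhibition above the mean inhibition of all tested compounds plus 3 SD, computed separately for each screening campaign, cut at about 15% in these data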
core dimer inh = blocks dimerization of HCV core protein. TR-FRET GST/Flag-core106 dimerization, 1536-well. inhibition, % at 5 µM. hit rate 0.33% among 300,000;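 active = inhibition above the mean of all tested compounds plus 3 SD, set per screening campaign, cut at about 45% in these data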
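Test system: GST/Flag-tagged HCV core106 proteins; Medium: KF-containing HEPES buffer, pH 7.45, DTT, CHAPS, BSA; Times: compound-protein-antibody incubation 4 h at 22.5 °C; Detection: TR-FRET 671 and 617 nm emission; Benchmarks: wells lacking GST-core106 and wells with excess unlabelled core106.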
PP5 primary = inhibitors of human protein phosphatase 5 (PP5); AID 1987; inhibition, % at 6.7 µM; P53041; hit rate 0.18% among 320,000; purified PP5c, OMFP substrate fluorescence;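 active = inhibition above the campaign's mean inhibition across all tested compounds plus 3 SD, cut at about 9.5% in these data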;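 also: 0% = DMSO only and 100% = 100 µM cantharidin control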
Target sequence (P53041 whole entry, looked up): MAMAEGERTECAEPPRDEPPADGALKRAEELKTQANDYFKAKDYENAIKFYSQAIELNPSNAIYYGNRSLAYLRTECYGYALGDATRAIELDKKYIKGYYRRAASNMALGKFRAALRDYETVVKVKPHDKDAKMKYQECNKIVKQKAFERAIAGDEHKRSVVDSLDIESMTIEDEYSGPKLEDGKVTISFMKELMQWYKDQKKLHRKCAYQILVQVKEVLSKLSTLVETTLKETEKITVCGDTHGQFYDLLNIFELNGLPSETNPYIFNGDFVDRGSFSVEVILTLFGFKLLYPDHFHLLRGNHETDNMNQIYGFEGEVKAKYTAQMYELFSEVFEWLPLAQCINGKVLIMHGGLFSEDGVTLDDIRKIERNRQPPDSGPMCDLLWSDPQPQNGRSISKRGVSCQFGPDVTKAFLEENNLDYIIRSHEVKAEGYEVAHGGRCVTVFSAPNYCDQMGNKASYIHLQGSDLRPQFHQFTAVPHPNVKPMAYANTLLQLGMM
procasp3 activ = activates human procaspase-3 | P42574 | recombinant procaspase-3 D3A, Ac-DEVD-pNA absorbance 405 nm | activation, % at 8.5 µM | hit rate 0.11% among 330,000 | AID 463141;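 active = activation above the mean of all tested compounds plus 3 SD, cut at about 21% in these data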;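 also: 0% = DMSO alone and 100% = DMSO wells spiked with extra 5 µM PC-3 D3A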
Target sequence (P42574 whole entry D9A/D28A/D175A): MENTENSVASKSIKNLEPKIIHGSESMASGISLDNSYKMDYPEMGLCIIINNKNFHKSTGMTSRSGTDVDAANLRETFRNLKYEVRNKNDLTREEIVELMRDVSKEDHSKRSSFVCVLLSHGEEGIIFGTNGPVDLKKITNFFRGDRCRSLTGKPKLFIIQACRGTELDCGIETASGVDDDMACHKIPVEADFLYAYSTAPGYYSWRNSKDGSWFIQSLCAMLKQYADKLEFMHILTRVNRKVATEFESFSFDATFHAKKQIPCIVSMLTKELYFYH
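Technique: 405 nm absorbance of p-nitroaniline, reads at 0 and 120 min; Test system: Procaspase-3 D3A mutant; Incubation: 1 h enzyme-compound preincubation, then 2 h substrate reaction, 25 °C; Repeats: singlicate, each compound tested once; Benchmarks: low control DMSO wells, high control DMSO plus 5 µM PC-3 D3A.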
PAFAH2 FP inh = inhibitors of human PAFAH2 | Q99487 | recombinant PAFAH2, FP-rhodamine activity probe, fluorescence polarization | inhibition, % at 3.39 µM | hit rate 0.99% among 340,000;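 active = inhibition above the mean over all tested compounds plus 3 SD, cut at about 30% in these data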;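 also: inhibitors block probe labeling of enzyme so polarization drops; 0% = enzyme with DMSO and 100% = wells lacking PAFAH2 protein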
CTSL1 counter = counter-screen for PFM18AAP inhibitors: inhibitors of F. hepatica cathepsin L1 | recombinant F. hepatica cathepsin L1, Z-Leu-Arg-MCA fluorescence | AID 1906 | hit rate 0.49% among 300,000 | inhibition, % at 5.96 µM;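 active = inhibition above the mean of all tested compounds plus 3 SD, set per screening campaign, cut at about 17% in these data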;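 also: 0% = plate median of test compound wells and 100% = 1 µM Z-Phe-Ala-diazomethylketone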
TPT1 inhibitor = inhibitors of Candida albicans tRNA 2'-phosphotransferase TPT1. recombinant caTPT1, FP RNA substrate dephosphorylation. inhibition, % at 5 µM. hit rate 0.81% among 300,000. AID 1962;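 active = inhibition above the mean of all tested compounds plus 3 SD, set per screening campaign, cut at about 24% in these data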;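 also: plate controls were DMSO alone for no effect and ferristatin control at 100 nM for full effect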
AHR act = activators of human aryl hydrocarbon receptor | AHR-responsive luciferase reporter cells, luminescence | activation, % at 5 µM | hit rate 2.5% among 320,000 | AID 2796; in the data active = activation above about 47%;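 also: 0% = vehicle wells and 100% = reference agonist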
An asterisk follows results filed as active; x = not tested or not shown.

1. Cc1ncc(CO)c2c1OC(C)(C)OC2
2. COC(=O)c1sc(N)c(C(=O)OC)c1COC(=O)CNS(=O)(=O)c1ccc(C)cc1
3. CCCCCCCCN1C(=O)N(C)C(N(O)C(=O)NC)C1(C)C (stereo not given)
4. O=c1c2ccccc2nc2n1CCCS2
5. COc1ccccc1N1CCN(S(=O)(=O)Cc2ccccc2Cl)CC1
6. COc1ccc(CCNC(=O)c2cc(-c3cc(C)cc(C)c3O)n[nH]2)cc1OC
7. COc1ccc(C(=O)CC(=O)C(=O)Nc2ccccc2)cc1
8. Cc1ccc(C(=O)NCCCNC(=O)COc2ccccc2Cl)cn1
screen / no.	1	2	3	4	5	6	7	8
proCasp7 act	3	4	2	-3	-2	-2	-2	-5
PP1 inh	-4	-4	4	-2	-4	6	-1	-3
core dimer inh	1	-9	-6	-1	5	0	3	-8
PP5 primary	2.1	-2.3	4.7	-1.8	-1.0	4.4	3.3	0.0
procasp3 activ	2	3	-3	-4	1	-4	-4	4
PAFAH2 FP inh	7	9	7	7	6	-7	-7	5
CTSL1 counter	0	-35	3	-1	2	9	4	-5
TPT1 inhibitor	-1	3	-3	-3	-4	-6	2	-1
AHR act	0	3	2	-1	4	15	0	0

9. COc1ccccc1NC(=O)CSc1sc2c(O)cc(=O)[nH]c2c1C#N
10. COc1cc(/C=C/C(=O)OCC(=O)Nc2ccc(Cl)cn2)ccc1O
11. O=C(c1ccc(Cl)c(Cl)c1)N1CCC(O)(CN2CCOCC2)CC1
12. O=C(NC1CC1)c1cc(-c2ccc(Br)cc2)nc2ccccc12
13. CC(C)=C1C2C=CC1C1C(=O)N(c3ccc4c(c3)OCO4)C(=O)C21 (stereo not given)
14. Cc1cc(O)c(/C=N/OCc2ccc(Cl)cc2Cl)c(=O)o1
15. Cc1cc(=O)n2[nH]c(C)c(-c3ccc(Cl)cc3)c2n1
16. CCOC(=O)/C(C#N)=C/c1c(N2CCN(C)CC2)nc2ccccn2c1=O
screen / no.	9	10	11	12	13	14	15	16
proCasp7 act	-24	-15	3	-10	-29	13	11	-6
PP1 inh	20*	4	-2	3	1	2	2	1
core dimer inh	-6	x	-4	x	1	-1	-1	-12
PP5 primary	-0.5	1.5	-3.0	1.9	-0.8	-2.4	0.1	2.2
procasp3 activ	-11	-1	7	14	-27	-1	-2	-6
PAFAH2 FP inh	17	64*	4	-7	1	85*	1	-1
CTSL1 counter	-1	x	5	x	-2	2	0	-2
TPT1 inhibitor	10	x	-2	x	-3	0	1	-1
AHR act	25	2	1	16	4	1	0	4

Shown field by field: entries from further up.
14: Cc1cc(O)c(/C=N/OCc2ccc(Cl)cc2Cl)c(=O)o1
  proCasp7 act: 13; PP1 inh: 2; core dimer inh: -1; PP5 primary: -2.4; procasp3 activ: -1; PAFAH2 FP inh: 85*; CTSL1 counter: 2; TPT1 inhibitor: 0; AHR act: 1
9: COc1ccccc1NC(=O)CSc1sc2c(O)cc(=O)[nH]c2c1C#N
  proCasp7 act: -24; PP1 inh: 20*; core dimer inh: -6; PP5 primary: -0.5; procasp3 activ: -11; PAFAH2 FP inh: 17; CTSL1 counter: -1; TPT1 inhibitor: 10; AHR act: 25
13: CC(C)=C1C2C=CC1C1C(=O)N(c3ccc4c(c3)OCO4)C(=O)C21 (stereo not given)
  proCasp7 act: -29; PP1 inh: 1; core dimer inh: 1; PP5 primary: -0.8; procasp3 activ: -27; PAFAH2 FP inh: 1; CTSL1 counter: -2; TPT1 inhibitor: -3; AHR act: 4

Later entries:
17. CCc1nc2ccccc2c(C(=O)Nc2cccc(C)c2)c1C
18. O=C(O)c1nnn(-c2cc(C(F)(F)F)cc(C(F)(F)F)c2)c1-c1ccccc1
19. CCOC(=O)N1CCN(S(=O)(=O)c2c[nH]c(C(=O)OC)c2)CC1
20. CC(=O)N(Cc1ccc(Br)cc1)c1ccccc1C(=O)O
21. Cc1sc2nc(CSc3nc4ccccc4c(=O)n3CCCN3CCOCC3)[nH]c(=O)c2c1C
22. CCOC(=O)c1ccc(NC(=O)CCC(=O)NCc2ccco2)cc1
23. Cc1cccn2c(=O)c3cc(S(=O)(=O)c4ccccc4)c(=N)n(Cc4cccnc4)c3nc12
24. COC(=O)c1cc(OC)c(OC)cc1N
screen / no.	17	18	19	20	21	22	23	24
proCasp7 act	3	7	-10	0	11	9	-11	-4
PP1 inh	-3	4	-6	-1	4	-7	6	0
core dimer inh	-7	3	-18	1	16	8	17	-14
PP5 primary	1.3	20*	0.9	1.4	-2.6	-0.3	5.3	2.8
procasp3 activ	-2	-5	4	-4	0	0	-14	-3
PAFAH2 FP inh	-5	2	-1	3	2	1	38*	-9
CTSL1 counter	4	46*	-1	0	2	-3	1	0
TPT1 inhibitor	0	1	-5	1	57*	-1	-5	-3
AHR act	3	3	1	3	3	3	2	28

Random excerpt: two compounds from above.
16. CCOC(=O)/C(C#N)=C/c1c(N2CCN(C)CC2)nc2ccccn2c1=O
2. COC(=O)c1sc(N)c(C(=O)OC)c1COC(=O)CNS(=O)(=O)c1ccc(C)cc1
screen / no.	16	2
proCasp7 act	-6	4
PP1 inh	1	-4
core dimer inh	-12	-9
PP5 primary	2.2	-2.3
procasp3 activ	-6	3
PAFAH2 FP inh	-1	9
CTSL1 counter	-2	-35
TPT1 inhibitor	-1	3
AHR act	4	3

Following part:
25. O=C1C=C(c2ccccc2)C(O)(c2ccccc2)C1 (stereo not given)
26. Cc1ccccc1/C=C\c1nc2ccccc2c(=O)n1Cc1ccccc1
27. CC(NS(=O)(=O)c1ccc(OCC(=O)Nc2cccc([N+](=O)[O-])c2)cc1)c1ccccc1 (stereo not given)
28. CCOC(=O)c1c(-c2ccccc2)csc1NC(=O)CCN1CCOCC1
29. CCC(C)(NC(=O)c1ccc2c(c1)OCO2)C(=O)NC1CCCCC1 (stereo not given)
30. c1ccc(Nc2ccccn2)nc1
31. COCCn1c(C(F)(F)F)ccc(NC(=O)c2ccccc2)c1=O
32. Cc1ccc(CNS(=O)(=O)c2ccc(C)s2)cc1
screen / no.	25	26	27	28	29	30	31	32
proCasp7 act	2	-1	-7	1	2	-2	5	10
PP1 inh	-2	1	-1	5	0	-3	2	0
core dimer inh	0	-1	-3	0	-2	-1	-4	6
PP5 primary	2.0	1.3	4.2	1.8	0.6	-1.1	-1.0	1.6
procasp3 activ	8	5	-4	-5	-1	-3	6	-1
PAFAH2 FP inh	6	-3	-3	9	0	3	-3	8
CTSL1 counter	7	2	1	2	0	1	2	4
TPT1 inhibitor	-1	1	-4	-1	0	3	-1	-2
AHR act	6	9	-1	10	12	2	18	2

33. CCOC(=O)c1c(C)c(C(=O)NCc2cccs2)c(C)n1CC
34. O=C(NCCN1CCOCC1)c1ccc(Cl)c(Cl)c1
35. CCCCOC(=O)n1c(=O)oc2cc(S(=O)(=O)N3CCCCC3)ccc21
36. CC(C)(C)c1ccc(C(=O)N/C(N)=N/c2nc3ccccc3o2)cc1
37. C(=C\c1nnc2c3ccccc3ncn12)/c1ccccc1
38. O=C(O)/C(=C1/OC(=O)c2ccccc21)c1ccccc1
39. Cc1cccc(N=Nc2cn[nH]c2-c2ccco2)c1
40. COc1cccc(NC(=O)COc2cc(C)cc3oc(=O)cc(C)c23)c1
screen / no.	33	34	35	36	37	38	39	40
proCasp7 act	5	2	8	5	1	6	-1	4
PP1 inh	-6	0	-3	1	3	-1	0	0
core dimer inh	2	1	3	-9	-3	0	-4	7
PP5 primary	-0.8	3.2	5.0	5.4	0.4	-0.5	2.7	-0.7
procasp3 activ	-3	1	7	-13	6	4	-7	-2
PAFAH2 FP inh	-2	0	5	-14	3	0	-8	-3
CTSL1 counter	-2	0	5	-3	-2	0	3	0
TPT1 inhibitor	1	0	-1	-3	1	2	-4	-2
AHR act	2	1	-1	12	67*	-2	14	12

41. CS(=O)(=O)N(CC(=O)Nc1ccccc1C(=O)N1CCOCC1)c1cccc(F)c1
42. O=C(COC(=O)/C=C/c1cccc(C(F)(F)F)c1)NC(c1ccccc1)c1ccccc1
43. COc1ccc(/C(N)=N/OC(=O)CCCN2C(=O)c3ccccc3C2=O)cc1OC
44. COc1cccc(NC(=O)Nc2ccc(C)c(Cl)c2)c1
45. O=C(Nc1ccccc1Br)C1CC(=O)N(c2ccc3c(c2)OCCO3)C1 (stereo not given)
46. Nc1nc(N2C(=O)C3CC=CCC3C2=O)nn1-c1ccccc1 (stereo not given)
47. CC1(C)CC(NCc2cccc([N+](=O)[O-])c2)CC(C)(C)N1
48. O=C1NC[C@H](Cc2ccc(O)cc2)N(CCc2cccc3ccccc23)C1=O
screen / no.	41	42	43	44	45	46	47	48
proCasp7 act	1	13	0	3	3	5	5	-2
PP1 inh	1	2	-1	3	-1	1	-2	3
core dimer inh	-5	1	3	9	2	-2	-2	7
PP5 primary	1.6	-0.5	-0.4	-3.1	-2.2	0.9	-1.3	1.6
procasp3 activ	3	-9	1	2	-6	10	-4	5
PAFAH2 FP inh	6	-5	2	3	1	7	0	10
CTSL1 counter	3	2	-34	-1	6	1	-2	0
TPT1 inhibitor	-1	0	-3	5	-6	-1	-2	-2
AHR act	0	1	3	3	4	0	0	19

49. O=C(Cn1ccnc1[N+](=O)[O-])NCc1ccccc1
50. C/C=C/c1ccc(OCC(=O)OCc2csc(CC(=O)Nc3ccccc3C)n2)c(OC)c1
51. N#C/C(=C\c1cccnc1)C(=O)Nc1ccc(O)cc1F
52. CC(C)NC(=O)N(C)C[C@H]1Oc2ccc(NC(=O)Cc3ccccc3)cc2C(=O)N([C@H](C)CO)C[C@@H]1C
53. CC1(C)CC(=O)C(C=NCC2CCN(C(=O)Nc3ccc(Cl)c(Cl)c3)CC2)=C(O)C1
54. Cc1csc(NC(=O)CSc2nnc(-c3cccnc3)o2)n1
55. CCCCOC(=O)CSc1nc2c(cc1C#N)C(=O)CC(C)(C)C2
56. CCC(C)NC(=O)c1cc(Cl)ccc1OC (stereo not given)
57. COc1ccc(-c2nc3ccccc3c(=O)n2O)cc1
58. O=C1CC(c2cc(-c3ccccc3)no2)C1
59. Cc1csc(NC(=O)C2CCCN(S(=O)(=O)c3cnc[nH]3)C2)n1 (stereo not given)
screen / no.	49	50	51	52	53	54	55	56	57	58	59
proCasp7 act	-3	-9	-2	9	0	-1	6	-7	11	4	2
PP1 inh	-3	-1	-1	x	-4	2	2	-3	3	7	-7
core dimer inh	7	12	-3	x	2	-4	5	-3	-9	7	4
PP5 primary	0.6	5.1	2.0	x	-1.1	2.6	1.1	1.9	2.0	1.7	0.2
procasp3 activ	8	1	5	6	-11	4	-5	-3	1	9	1
PAFAH2 FP inh	4	6	6	-5	-1	4	-2	6	-6	4	4
CTSL1 counter	1	-2	-2	x	-4	-3	3	0	-3	-4	-2
TPT1 inhibitor	1	5	1	x	-4	0	-5	-3	-2	0	-1
AHR act	0	2	4	0	1	-3	5	-3	7	6	-1

Screening data deposited in PubChem by The Scripps Research Institute Molecular Screening Center.
